GPR151 ag – activators of human GPR151, primary screen, cell-based, PathHunter beta-arrestin, luminescence. activation, % at 11.2 µM. PathHunter beta-arrestin GPR151 cells. G-protein coupled receptor 151 (Homo sapiens), Q8TDV0. 650,000 compounds, 1% hits; in the data active means activation above about 4.9%;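 further: 0% = median of compound wells and 100% = cells with positive control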
Target sequence (Q8TDV0 whole entry, looked up): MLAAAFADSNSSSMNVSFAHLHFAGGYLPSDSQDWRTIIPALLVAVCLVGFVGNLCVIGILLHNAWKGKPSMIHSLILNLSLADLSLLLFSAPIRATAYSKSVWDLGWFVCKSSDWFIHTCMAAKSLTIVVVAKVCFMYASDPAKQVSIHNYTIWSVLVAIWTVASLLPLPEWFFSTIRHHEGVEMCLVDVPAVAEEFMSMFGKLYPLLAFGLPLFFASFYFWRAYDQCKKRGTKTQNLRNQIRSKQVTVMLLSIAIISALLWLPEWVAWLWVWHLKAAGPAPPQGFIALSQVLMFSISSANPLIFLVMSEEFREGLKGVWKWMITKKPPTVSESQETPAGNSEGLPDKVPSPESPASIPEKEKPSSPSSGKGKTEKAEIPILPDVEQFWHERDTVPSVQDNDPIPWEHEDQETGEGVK
FBW7 act – FBW7 E3 ligase activators, primary screen, biochemical, AlphaScreen, human | AlphaScreen FBW7–phospho-cyclin E peptide binding, activator screen | normalized activity (activation), % at 26.1 µM | AID 1259310, 2017 | 650,000 compounds, 0.13% hits | F-box/WD repeat-containing protein 7 (Homo sapiens), Q969H0; in the data active means normalized activity above about 1.9%;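 further: purified mutant Fbw7 with reduced substrate affinity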
MITF primary – MITF inhibitors, primary screen, biochemical, AlphaScreen, human | Microphthalmia-associated transcription factor (Homo sapiens), O75030 | AlphaScreen MITF homodimerization, bead proximity signal | inhibition, % at 2.6 µM | 650,000 compounds, 0.91% hits; in the data active means inhibition above about 50%;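 further: 0% = vehicle wells with protein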
Target sequence (O75030 whole entry, looked up): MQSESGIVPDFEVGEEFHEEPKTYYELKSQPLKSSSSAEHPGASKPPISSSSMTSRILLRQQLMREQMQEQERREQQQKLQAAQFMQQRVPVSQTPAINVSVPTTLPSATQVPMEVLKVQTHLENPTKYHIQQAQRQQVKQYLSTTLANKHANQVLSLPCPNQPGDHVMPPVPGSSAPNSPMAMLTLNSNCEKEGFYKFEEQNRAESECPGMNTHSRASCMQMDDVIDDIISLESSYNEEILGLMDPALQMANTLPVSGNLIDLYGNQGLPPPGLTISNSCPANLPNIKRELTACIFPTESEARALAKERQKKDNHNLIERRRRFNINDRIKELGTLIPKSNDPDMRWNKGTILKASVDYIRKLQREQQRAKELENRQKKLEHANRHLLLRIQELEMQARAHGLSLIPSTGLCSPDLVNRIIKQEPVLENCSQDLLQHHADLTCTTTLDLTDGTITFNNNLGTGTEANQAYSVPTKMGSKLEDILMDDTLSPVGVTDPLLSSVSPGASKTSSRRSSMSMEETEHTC
TEAD-YAP inh – TEAD-YAP interaction inhibition, primary screen, TEAD-YAP interaction inhibitor project, luminescence, HEK-TIYL cells; TEAD-Gal4/YAP UAS-luciferase luminescence; 640,000 compounds, 1.4% hits; inhibition, % at 9.12 µM; in the data active means inhibition above about 32%;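 further: 0% = median of test compound wells and 100% = reference inhibitor wells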
* marks the source's active call; other numbers are inactive results; x = not tested or not shown.

Compound | GPR151 ag | FBW7 act | MITF primary | TEAD-YAP inh
Cc1c(Cl)cccc1NC(=S)NN | 1.8 | -0.2 | -3 | 7
O=C(COC(=O)c1n[nH]c(=O)c2ccccc12)NC1CCCCCC1 | 2.3 | 0.1 | 5 | 1
CSc1nncn1/N=C\c1ccco1 | 0.8 | -0.4 | -10 | 6
O=C(NCc1cccc(C(F)(F)F)c1)c1ccc2nc(NC3CCN(Cc4ccccc4)CC3)sc2c1 | 1.0 | -0.2 | -3 | 13
CCOc1ccc(S(=O)(=O)N(CC(=O)NCc2cccnc2)c2ccccc2)cc1 | 0.3 | 0.1 | -5 | 1
CCCCNC(=O)c1ccc(Cl)c([N+](=O)[O-])c1 | -1.1 | 0.0 | 11 | 0
O=C(O)c1ccc2nc(-c3ccc([N+](=O)[O-])cc3)sc2c1 | -0.2 | 0.0 | -9 | 16
NC(=O)c1nc(C2CCOC2)nc2c1[nH]c(=O)n2CCc1ccccc1 (stereo not given) | 0.0 | 0.0 | 14 | -9
CSc1ccc(/C=C2/SC(N3CCCCC3CCO)=NC2=O)cc1 (stereo not given) | 0.2 | 0.1 | 13 | -8
CCCN(Cc1cc(OC)c(OC)cc1OC)CC1CC1 | 3.4 | 0.2 | 8 | 14
O=C1C[C@H](c2ccccc2)[C@H](c2ccc(Br)cc2)O1 | 0.0 | -0.1 | -9 | x
COC(=O)C1=C(C)NC2=C(C(=O)CC(c3ccc(OC)cc3)C2)C1c1cccc(Cl)c1Cl (stereo not given) | 0.5 | 1.2 | 13 | 18
Cc1nn(-c2ccccc2)c2nc(=O)n(-c3cccc(Cl)c3)cc12 | -0.3 | -0.1 | 2 | 9
C=C(C)CNC(=S)Nc1ccc(Br)cc1 | -0.5 | 0.1 | -3 | -20
CCCCNC(=O)OCCNC(=O)Oc1cccc(C)c1 | -1.3 | -0.2 | 4 | -10
COc1cc(Nc2ccc(N3CCC(C(=O)NCc4nc5ccccc5[nH]4)CC3)nn2)cc(OC)c1OC | 1.8 | 0.0 | 11 | -3
O=C(NCCc1ccccc1F)c1ccc2ccccc2n1 | 0.1 | 0.0 | 2 | -37
c1ccc(CN2CCC(Nc3nc(Nc4ccc(N5CCOCC5)cc4)c4[nH]cnc4n3)CC2)cc1 | -0.5 | -0.3 | -2 | -11
OCc1nc2ccccc2n1Cc1nnc(-c2cccs2)o1 | -0.3 | -0.2 | -15 | 1
CSc1nc(NC(C)C)c2cnn(CCNC(=O)Cc3ccccc3)c2n1 | 1.3 | -0.1 | -4 | 10
CC(C)N(C)Cc1nnnn1CC(=O)NCC(c1ccccc1)c1ccccc1 | -1.1 | 0.0 | -1 | 7
COCC(=O)Nc1nnc(SCC(=O)Nc2ccccc2C)s1 | 0.0 | 0.1 | 22 | -3
CCOc1ccc(NC(=O)CCCc2ccc(OC)cc2)cc1 | 0.1 | 0.0 | 10 | 1
Cn1c(=O)[nH]c(=O)c2c1ncn2CC(=O)N1C2CCC1CC(c1ccc(F)cc1)C2 (stereo not given) | -0.1 | 0.0 | -3 | 11
C/C(Cn1nnc([N+](=O)[O-])n1)=N/NC(=O)c1ccc(Cl)cc1 | -1.8 | -0.3 | 2 | -10
CCOC(=O)c1sc(NC(=O)COc2ccc(Br)cc2)c(C(=O)OCC)c1C | -0.1 | 0.0 | -1 | -12
O=C1NC(=S)N/C1=C/c1ccc2ccccc2c1 | -0.5 | 0.1 | -4 | -7
CCSC1=NSC2=NC(=O)/C(=C\c3coc4ccccc4c3=O)C(=N)N12 | -3.3 | 0.4 | 8 | 5
O=C(O)C1CSC(c2ccccn2)=N1 (stereo not given) | -0.4 | 0.5 | 3 | -7
COc1ccccc1NC(=O)Nc1ccnn1C1CCN(C(=O)C2CC2)CC1 | 0.7 | 0.2 | 5 | -35
COC(C(=O)N1CCC(n2nccc2NC(=O)C2CC2)CC1)c1ccccc1 (stereo not given) | 2.0 | -0.1 | -1 | -21
Cc1ccc(NC(=S)N(CCCN2CCOCC2)Cc2ccccn2)cc1Cl | -1.6 | 0.4 | 8 | 6
COC(=O)c1ccc(COC(=O)c2cccc(C#N)c2)o1 | 0.8 | 0.0 | -1 | -2
CC(=O)Nc1ccc(NC(=O)c2cccc(-c3ccc(C(=O)NC4CC4)cc3)n2)cc1 | -2.1 | -0.2 | 0 | 19
COc1ccc(NC(=O)C(=O)NCc2cccnc2)cc1 | 1.4 | 0.6 | -1 | -12
CC1CCN(c2ccccc2NC(=O)c2ccc(Br)o2)CC1 | 1.2 | -0.1 | -5 | -3
O=S(=O)(c1ccc(-c2cccs2)cc1)C1CCN(Cc2cccnc2)CC1 | 2.1 | 0.1 | 7 | 11
O=C(CCn1c(SCc2ccccc2Cl)nc2cc3c(cc2c1=O)OCO3)N1CCN(c2ccccc2)CC1 | 0.3 | 0.0 | 7 | -6
CCc1ccc(-n2c(=S)sc3c(=O)n(-c4ccccc4C)c(SCC(=O)N4CCCC4)nc32)cc1 | 1.1 | 0.0 | 1 | -1
O=C(CCCl)N1c2ccccc2C=Cc2ccccc21 | 0.0 | -0.3 | 10 | 2
COc1c(Cl)cc(C(=O)NCc2cccnc2)cc1Cl | -1.3 | -0.1 | 7 | -6
COc1ccc(/C=N/NC(=O)C(=O)Nc2cccc3ccccc23)c(OC)c1 | -0.9 | -0.2 | -3 | -4
CCC[C@@H]1NC(=O)[C@@H]2C[C@H](NCc3cccc4ncccc34)CN2C1=O | -0.4 | 0.1 | 4 | 17
CC(C)CCNC(=O)C1C2C=CC3(CN(Cc4cccs4)C(=O)C13)O2 (stereo not given) | 0.3 | 0.1 | 6 | 3
CCC(CC)C(=O)N1c2ccccc2Sc2ccccc21 | -1.1 | 0.1 | -1 | -10
Cc1ccc(NC(=O)Cn2c(=O)n(Cc3ccc(F)cc3)c(=O)c3nccnc32)cc1Cl | -0.8 | 0.1 | 0 | 2
O=C1CCCN2N=C(SCC(=O)N3CCCc4ccccc43)SC2=N1 | 1.6 | -0.1 | 1 | 3
CN1CCN(S(=O)(=O)c2cc(Br)cnc2N)CC1 | -2.0 | 0.0 | 9 | 6
COc1ccc(C2OCC3(COC(=O)Nc4ccccc4)C(C)C=C(C)C2C3C)cc1 (stereo not given) | 1.7 | 0.0 | -8 | 6
CCN1CCN(CCC(=O)Nc2ccc(C)cc2)CC1 | 0.0 | -0.1 | 3 | -3

Only GPR151 ag and TEAD-YAP inh (3 entries from above):
Molecule | GPR151 ag | TEAD-YAP inh
O=C1NC(=S)N/C1=C/c1ccc2ccccc2c1 | -0.5 | -7
CCOC(=O)c1sc(NC(=O)COc2ccc(Br)cc2)c(C(=O)OCC)c1C | -0.1 | -12
COC(C(=O)N1CCC(n2nccc2NC(=O)C2CC2)CC1)c1ccccc1 (stereo not given) | 2.0 | -21

Carrying on:
The line under a structure holds: GPR151 ag | FBW7 act | MITF primary | TEAD-YAP inh
COc1ccc(-c2cn3c(C)c(C(=O)Nc4cccc([N+](=O)[O-])c4)sc3n2)cc1
 : 0.4 | -0.2 | 8 | -3
N#Cc1c(NC(=O)c2cc(S(=O)(=O)N3CCOCC3)c(Cl)cc2Cl)sc2c1CCCC2
 : 1.7 | -0.1 | -6 | 2
CCN(CC)C(=O)C1CCCN(c2nc(Nc3ccc(Oc4ccccc4)cc3)c3ncn(C(C)C)c3n2)C1 (stereo not given)
 : -0.9 | -0.1 | -8 | 0
COc1ccc(OC(C)C(=O)NCc2nc(-c3ccccc3)no2)cc1 (stereo not given)
 : 3.5 | -0.3 | -2 | 9
Cc1ccc(-c2nnc(Nc3cccc(O)c3)c3ccccc23)cc1S(=O)(=O)NCC1CCCO1 (stereo not given)
 : 0.1 | 0.0 | 3 | 16
O=S(=O)(c1cccc2nsnc12)N(CCOc1cccc2ccccc12)C1CCCCC1
 : 0.7 | -0.1 | 9 | 13
O=C(NCC1CCCO1)c1ccc2nc(-c3cccs3)c(-c3cccs3)nc2c1 (stereo not given)
 : 1.9 | 0.7 | 14 | 4
COC(=O)C1(CCSC)NC(c2ccc(C)cc2)C2C(=O)N(C)C(=O)C21 (stereo not given)
 : -1.4 | 1.6 | 15 | -3
COc1ccc(/C(N)=N/OC(=O)Cc2cccs2)cc1OC
 : 1.0 | 0.2 | 9 | -9
CCOc1ccc(C2=NC(C(C)C)NC(c3cc(Br)ccc3O)C2)cc1 (stereo not given)
 : 1.2 | -0.1 | 5 | 4
COc1ccccc1CN1CCc2c(nc(N3CCOCC3)[nH]c2=O)C1
 : -0.6 | -0.1 | -2 | -4
COc1ccc(NC(=O)c2ccc(NC(=O)COC(=O)c3c[nH]c(=O)[nH]c3=O)cc2)cc1
 : 0.9 | -0.3 | -3 | 12
O=C(O)Cn1c(O)c(/C=C2\C=NN=C2c2ccccc2)sc1=S
 : 3.9 | -0.1 | 4 | 9
O=C(Nc1ccccc1)c1ccccc1C(=O)N1CCCCC1
 : 1.1 | -0.1 | 0 | 3
CC/C=C\C[C@H](O)/C=C/C=C\C/C=C\C/C=C\CCCC(=O)O
 : -0.3 | x | 15 | x
COc1ccc(CCNC(=O)c2ccc3nc(Nc4ccc(-n5ccnc5)cc4)sc3c2)cc1
 : 1.7 | 0.2 | 11 | 62*
COCC(=O)Nc1cnn(-c2cccc(C(=O)N3CC=C(c4ccc(F)cc4)CC3)c2)c1
 : 0.2 | -0.1 | 5 | -7
O=c1c(=O)n(Cc2ccccc2Cl)ccn1CCc1ccccc1
 : -0.5 | -0.1 | -19 | -8
Cc1ccc(C(=O)Nc2ccc3oc(-c4ccncc4)nc3c2)c(Cl)c1
 : -1.0 | 0.1 | 11 | -2
Cc1nc2ccc(C(=O)NN)cc2nc1C
 : -1.1 | -0.1 | 6 | 0
COc1ccc(NC(=O)c2cccc(C)c2OC)cc1
 : -2.4 | 0.1 | 3 | -50
O=C(O)CNC(=O)COc1ccc(Oc2ccccc2)cc1
 : 3.6 | -0.1 | -2 | 11
CCC(C)Nc1ncnc2sc(C)cc12 (stereo not given)
 : 2.1 | 0.1 | 6 | 25
CCn1c(O)c(N=NC(=O)c2ccc(C)nc2)c2ccccc21
 : 2.1 | 0.1 | 11 | 3
CCOC(=O)c1c(-c2ccc(Cl)cc2)csc1NC(=O)COc1ccc(F)cc1
 : -0.7 | 0.2 | -19 | 4
CC1=NN(c2ccc(Cl)c(C(=O)O)c2)C(=O)/C1=C/c1cccs1
 : 2.1 | -0.2 | 18 | -8
COc1cc(NC(=O)CSc2nc3sc(C)c(C)c3c(=O)n2C(C)C)cc(OC)c1
 : 0.5 | -0.1 | -1 | -1
O=C(Cc1csc(N2CCOCC2)n1)N/N=C/c1cccc(O)c1
 : -0.8 | 0.0 | -14 | -4
CC(C)c1ccc(NC(=O)COc2cc(=O)n3ccccc3n2)cc1
 : -1.6 | 0.1 | -6 | -2
Cc1c2c(nc3c(C(=O)NC4CCCCCCC4)cnn13)CCCC2
 : -0.1 | -0.1 | -3 | -19

3 entries from above, with each value named:
Structure: O=C(NCC1CCCO1)c1ccc2nc(-c3cccs3)c(-c3cccs3)nc2c1 (stereo not given)
  GPR151 ag: 1.9
  FBW7 act: 0.7
  MITF primary: 14
  TEAD-YAP inh: 4

Structure: COC(=O)C1(CCSC)NC(c2ccc(C)cc2)C2C(=O)N(C)C(=O)C21 (stereo not given)
  GPR151 ag: -1.4
  FBW7 act: 1.6
  MITF primary: 15
  TEAD-YAP inh: -3

Structure: COc1ccc(/C(N)=N/OC(=O)Cc2cccs2)cc1OC
  GPR151 ag: 1.0
  FBW7 act: 0.2
  MITF primary: 9
  TEAD-YAP inh: -9

Later entries:
The line under a structure holds: GPR151 ag | FBW7 act | MITF primary | TEAD-YAP inh
COc1cccc(CC(C2CCN(C3CCSC3)CC2)N(C)C(=O)C2CC2)c1 (stereo not given)
 : -0.9 | -0.1 | 8 | 8
COc1ccc(NC(=O)CN(Cc2ccc(Br)cc2)S(=O)(=O)c2ccccc2)cc1
 : -0.6 | 0.1 | -1 | -1
Cc1cc(-c2cncnc2C2CCN(C(=O)c3cc(C(C)C)[nH]n3)CC2)on1
 : -1.4 | 0.1 | 11 | -8
O=C(Nc1ccc(I)cc1)c1ccc(Br)c(S(=O)(=O)N2CCCCC2)c1
 : 0.8 | 0.0 | 2 | 5
O=c1c2sc(=S)n(Cc3ccco3)c2nc(SCc2ccccc2)n1-c1ccccc1
 : -0.2 | 0.4 | 11 | -4
CCOC(=O)c1c(C)[nH]c(C)c1C(=O)CSc1cccc[n+]1[O-]
 : -1.6 | -0.2 | 0 | -8
CCCc1nnc(SCC(=O)N2CCCCC2C)n1CCOC (stereo not given)
 : 0.6 | -0.1 | 3 | 8
Cc1ccc2oc(=O)c3cnn(CC(=O)N(CCC(C)C)Cc4ccco4)c3c2c1
 : -0.4 | 0.0 | 7 | -2
Oc1ccc(-c2csc(Nc3ccc(Cl)cc3)n2)cc1O
 : -1.2 | -0.3 | -1 | -75
CCNC(=O)C(=O)Nc1nc(C23CC4CC(CC(C4)C2)C3)cs1
 : -0.4 | 0.1 | 6 | 9
COc1cccc(-c2ocnc2C(=O)N2CCC(C(N)=O)CC2)c1
 : 1.7 | -0.4 | -1 | -7
COc1ccc(CNc2cc(C)nc3ncnn23)cc1
 : 0.8 | 1.1 | 11 | 22
